# Screens as filed in PubChem BioAssay.
# HTRA1 inhibitor = HTRA1 serine protease inhibitors, primary screen, biochemical, fluorescence polarization, HTS; Q92743; recombinant HTRA1, FP-rhodamine activity-based probe; inhibition, % at 5.96 µM; hit rate 0.5% among 340,000; in the data active = inhibition above about 36%;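 also: 0% = enzyme with DMSO and 100% = wells lacking enzyme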
# GC-A act = GC-A stimulated cGMP production enhancers – HEK293 GC-A cells, cGMP TR-FRET, EC30 ANP, primary screen; Atrial natriuretic peptide receptor 1 (Homo sapiens), P16066; 0% at EC30 ANP, 100% saturating ANP; activation, % at 10 µM; hit rate 0.14% among 370,000; in the data active = activation above about 40%
# MBD2 inh = inhibitors of MBD2 binding to methylated DNA, primary screen, biochemical, TR-FRET, DNA-binding domain, human; MBD2 binding to methylated oligonucleotide; AID 686964, 2013; hit rate 0.31% among 370,000; inhibition, % at 4.4 µM; Methyl-CpG-binding domain protein 2 (Homo sapiens), Q9UBB5; in the data active = inhibition above about 13%
# PRMT1 inh = PRMT1 methyltransferase inhibitors, primary screen, biochemical, fluorescence polarization. Protein arginine N-methyltransferase 1 (Homo sapiens), Q99873. recombinant PRMT1, activity-based probe fluorescence polarization. inhibition, % at 2.79 µM. hit rate 1.3% among 370,000. AID 652257, 2013;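 active = inhibition above about 21% made by adding two undisclosed values, limit read from the data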
# SIAE inh = human SIAE inhibitors, primary screen, biochemical, fluorescence polarization, FP-Rh probe, 1536-well HTS. Sialate O-acetylesterase (Homo sapiens), Q9HAT2. SIAE FP-Rh probe binding. inhibition, % at 9.66 µM. hit rate 0.69% among 370,000. AID 1053197, 2014;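 active = inhibition above a cutoff: mean of compounds within the control limits plus 3 SD of those, cut at about 17% in these data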;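 also: 0% = plate median of compound wells and 100% = probe without SIAE protein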
# mABHD4 FP = ABHD4 inhibitors, primary screen, biochemical, fluorescence polarization, mouse. purified mABHD4, FP-Rh probe fluorescence polarization. inhibition, % at 8.92 µM. (Lyso)-N-acylphosphatidylethanolamine lipase (Mus musculus), Q8VD66. hit rate 0.54% among 370,000;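 active = inhibition exceeding the mean over every tested compound plus 3 SD, cut at about 30% in these data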;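 also: 0% = plate median of compound wells and 100% = S159A mutant with DMSO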
#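 Doses – 8.92 µM, single dose · Material – wild-type mouse ABHD4 protein · Replication – single well per compound (singlicate) · Measure – percent inhibition of probe binding, normalized to plate controls · Schedule – 45 min compound pre-incubation plus 60 min probe step, 25 °C · Detection – fluorescence polarization with parallel and perpendicular emission, 525/598 nm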
# UHRF1 binding = UHRF1 methylated DNA binding inhibitors, primary screen, counter-screen for MBD2 inhibitor project, biochemical, TR-FRET, human UHRF1, single concentration | hit rate 0.75% among 370,000 | inhibition, % at 4.4 µM | UHRF1 binding to methylated oligo | E3 ubiquitin-protein ligase UHRF1 (Homo sapiens), Q96T88; in the data active = inhibition above about 21%;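 also: UHRF1 SRA domain binding a hemimethylated CpG hairpin DNA probe; 0% = median of test compound wells and 100% = reference inhibitor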
# rCAG binder = binders of r(CAG) RNA repeats, primary screen, biochemical, fluorescence; r(CAG) RNA repeat, TO-PRO-1 dye displacement fluorescence; inhibition, % at 3 µM; hit rate 1.3% among 370,000; AID 651821, 2012;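 active = inhibition above the plate cutoff, the mean of all test compounds on that plate plus 3 SD, cut at about 35% in these data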;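 also: 0% = DMSO alone and 100% = 100 µM mitoxantrone as full dye displacement; higher means more dye released from RNA so lower well fluorescence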
# TCR-CD3 inh = inhibitors of human TCR-CD3 interaction, primary screen, biochemical, fluorescence, TAMRA-labeled TCR probe; inhibition, % at 9.4 µM; hit rate 0.37% among 360,000; AID 651800, 2012; in the data active = inhibition above about 19%;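 also: recombinant mutant TCR 2C K166C tagged with TAMRA read by polarization; 0% = receptor in buffer alone and 100% = receptor with positive control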
# GC-B act = human GC-B receptor activators, primary screen, HEK293 GC-B cells, cGMP TR-FRET, EC30 CNP; hit rate 0.11% among 370,000; activation, % at 10 µM; 0% at EC30 CNP, 100% saturating CNP;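 active = activation at 10 µM reaching about 35% in either raw or pattern-adjusted values, limit read from the data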
# Target sequence (P20594 whole entry, looked up): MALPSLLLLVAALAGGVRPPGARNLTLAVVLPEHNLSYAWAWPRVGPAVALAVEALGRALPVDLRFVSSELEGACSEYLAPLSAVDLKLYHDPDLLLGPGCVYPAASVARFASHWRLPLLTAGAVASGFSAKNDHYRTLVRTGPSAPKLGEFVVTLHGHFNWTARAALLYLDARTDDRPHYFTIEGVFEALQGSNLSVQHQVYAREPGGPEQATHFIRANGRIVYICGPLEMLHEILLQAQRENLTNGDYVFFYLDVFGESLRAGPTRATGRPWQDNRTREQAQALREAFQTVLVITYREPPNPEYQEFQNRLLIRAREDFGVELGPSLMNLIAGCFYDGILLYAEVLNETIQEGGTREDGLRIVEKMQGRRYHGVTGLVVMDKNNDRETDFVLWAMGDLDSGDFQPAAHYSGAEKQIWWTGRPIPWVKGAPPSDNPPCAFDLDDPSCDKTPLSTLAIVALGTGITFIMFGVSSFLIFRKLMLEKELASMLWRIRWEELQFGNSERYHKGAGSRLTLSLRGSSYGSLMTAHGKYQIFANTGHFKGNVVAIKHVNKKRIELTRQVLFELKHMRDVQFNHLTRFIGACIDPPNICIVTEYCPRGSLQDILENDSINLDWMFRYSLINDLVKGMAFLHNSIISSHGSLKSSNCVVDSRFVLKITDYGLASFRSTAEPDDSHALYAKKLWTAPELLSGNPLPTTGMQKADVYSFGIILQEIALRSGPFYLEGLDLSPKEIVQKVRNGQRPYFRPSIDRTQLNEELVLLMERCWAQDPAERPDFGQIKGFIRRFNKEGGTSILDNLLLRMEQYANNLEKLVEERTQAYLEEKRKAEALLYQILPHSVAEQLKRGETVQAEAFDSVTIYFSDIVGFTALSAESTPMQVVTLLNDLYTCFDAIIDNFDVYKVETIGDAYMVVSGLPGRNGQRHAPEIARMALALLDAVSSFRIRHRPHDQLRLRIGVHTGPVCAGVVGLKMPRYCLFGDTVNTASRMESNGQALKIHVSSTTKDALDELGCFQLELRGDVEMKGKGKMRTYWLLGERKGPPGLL
# Active calls of the source: *; nt = not tested or not shown. The list is partial; count on the stated rates, not on these rows.
# Each structure is followed by: SIAE inh	rCAG binder	UHRF1 binding	GC-B act	PRMT1 inh	GC-A act	HTRA1 inhibitor	TCR-CD3 inh	mABHD4 FP	MBD2 inh
Cc1cc(NS(=O)(=O)N(C)C)ccc1C(C)C
  9.0	0.6	-3.1	-1.8	-2.3	1.0	-6.6	1.7	3.9	-8.6
CSc1nc(NCCOCCO)c2sc3nc(-c4ccco4)c4c(c3c2n1)CCC4
  7.3	51.8*	28.8*	3.4	41.3*	5.0	-36.5	20.3*	8.3	9.1
O=C(NC1CCN(Cc2ccccc2)CC1)C1COc2ccccc2O1 (stereo unspecified)
  -4.2	-2.2	0.9	-2.5	-0.6	0.4	-2.1	3.9	3.5	0.5
COc1cc(OC)cc(C(=O)NC(C(=O)Nc2ccc3nc(C)sc3c2)C(C)C)c1 (stereo unspecified)
  -2.4	1.2	-0.2	1.0	0.1	-10.4	-12.3	4.5	0.2	-3.5
COc1cc(NC(=O)Cn2c(-c3cncs3)nc3ccccc32)cc(OC)c1OC
  1.9	-0.2	0.3	-5.7	-2.7	-3.8	2.8	6.6	-2.0	1.0
O=C(c1cccc(NS(=O)(=O)c2ccc(F)cc2)c1)N1CCN(c2ccccc2)CC1
  -3.2	3.3	-2.4	3.5	-4.8	1.8	-11.5	5.5	-6.2	-5.3
Cc1c(C)n2c(SCC(=O)N3CCCCCC3)nnc2[nH]c1=O
  6.8	0.7	2.2	-4.1	3.6	-1.2	6.4	-8.1	2.2	-1.6
CSc1nc2sc3c(c2c(=O)n1C)CCC(C)C3 (stereo unspecified)
  6.7	3.6	-1.4	-8.3	0.2	4.3	-1.0	-4.3	-4.1	-3.9
O=C(NCCN1CCCC(O)C1)c1cc(COc2ccc(F)cc2Cl)on1 (stereo unspecified)
  -4.0	-2.8	-1.4	-0.8	-5.8	16.6	-2.4	7.7	2.5	-1.3
CC1(C)CC(O)C(C(O)c2cccc([N+](=O)[O-])c2)C(C)(C)N1 (stereo unspecified)
  0.8	-0.3	1.6	1.8	-2.6	2.5	6.6	11.5	1.3	4.2
O=C(O)c1cc(-c2ccccc2Cl)n(-c2cccc(Cl)c2)n1
  -4.3	9.8	-0.5	-0.3	-5.1	-0.2	-1.7	0.9	-3.2	-0.3
COc1ccc(Nc2ncnc3ccc(Br)cc23)c(OC)c1
  -2.1	-1.9	-0.9	-3.4	0.5	5.5	-4.4	3.3	1.1	0.2
CCN(CC)S(=O)(=O)c1cc(NC(=O)CCNC(=O)c2ccccc2Cl)ccc1C
  -1.1	2.7	0.6	-5.2	-1.7	0.4	-1.6	-3.9	1.8	0.6
Cc1cccc(OCCCOc2cccc3cccnc23)c1C
  -5.0	-4.9	-1.6	-9.0	1.9	-6.2	-26.4	5.2	-18.1	-0.5
COc1cccc(CN2CCC2(C)C(=O)Nc2ccc(Cl)c(Cl)c2)c1F (stereo unspecified)
  0.1	2.5	0.1	-7.6	0.5	-6.5	nt	4.6	-0.6	-8.0

# 2 compounds drawn at random from the list so far, as already listed:
# Each structure is followed by: SIAE inh	rCAG binder	UHRF1 binding	GC-B act	PRMT1 inh	GC-A act	HTRA1 inhibitor	TCR-CD3 inh	mABHD4 FP	MBD2 inh
CSc1nc2sc3c(c2c(=O)n1C)CCC(C)C3 (stereo unspecified)
  6.7	3.6	-1.4	-8.3	0.2	4.3	-1.0	-4.3	-4.1	-3.9
O=C(NC1CCN(Cc2ccccc2)CC1)C1COc2ccccc2O1 (stereo unspecified)
  -4.2	-2.2	0.9	-2.5	-0.6	0.4	-2.1	3.9	3.5	0.5

# (listing goes on)
# Each structure is followed by: SIAE inh	rCAG binder	UHRF1 binding	GC-B act	PRMT1 inh	GC-A act	HTRA1 inhibitor	TCR-CD3 inh	mABHD4 FP	MBD2 inh
COc1ccc(Cn2c(C)nnc2-c2cnn(C)c2N)cc1OC
  8.9	1.5	0.1	-2.3	1.9	0.6	5.2	1.3	5.0	-1.3
Cc1nnc(SCC(=O)NC2CCCCC2)n1-c1ccccc1
  -4.1	0.7	2.1	-8.2	-0.7	1.7	3.7	-4.9	-4.3	-3.7
CCOc1cc(/C=N/NC(=O)c2cc(C3CC3)[nH]n2)ccc1O
  -1.9	4.0	21.2*	-7.8	-1.9	-4.4	1.4	5.1	2.0	5.6
COc1cccc(C(=O)O/N=C2\CCS(=O)(=O)c3sccc32)c1
  -4.2	-1.3	0.8	-6.0	2.9	-0.5	-4.5	-7.9	-0.8	0.1
COc1ccc(N(CC(=O)NCc2ccccc2OC)S(=O)(=O)c2c(C)nn(C)c2C)cc1
  -4.1	-1.8	2.2	3.1	1.1	-1.0	3.1	-6.9	1.8	4.7
O=C(N/N=C/c1ccc(O)c(O)c1)N/N=C/c1ccc(O)c(O)c1
  -12.4	5.9	7.3	-4.1	23.9*	-2.3	38.1*	65.0*	26.9	8.7
COc1ccccc1NC(=O)C(C)OC(=O)Cn1cnc2c1c(=O)n(C)c(=O)n2C (stereo unspecified)
  5.8	-4.5	-2.8	-0.3	0.0	0.4	-3.3	-3.6	10.2	0.1
C[C@H]1CCC(=O)N([C@H](CN=[N+]=[N-])Cc2ccccc2)CC1
  2.9	-7.3	1.2	0.7	-0.5	1.2	0.5	-0.4	7.4	0.7
CCN(CC(=O)Nc1ccccc1C(F)(F)F)C(=O)c1ccccc1Cc1ccccc1
  0.9	-7.7	-2.7	-2.1	-3.7	-4.1	-8.8	6.7	-3.1	-3.0
O=C1COc2ccc(C(=O)COC(=O)c3c(F)cccc3Cl)cc2N1
  -8.3	-1.2	6.3	3.2	5.3	4.6	-10.4	0.9	-0.7	5.6
CCOC(=O)c1oc2ccc(OC)cc2c1NC(=O)CN1CCN(C)CC1
  2.7	-7.2	-0.8	5.3	-3.9	1.8	6.4	-8.6	2.7	3.5
CC(C)=CC([C@]12C[C@H](CO)N[C@@H]1Nc1ccccc12)S(=O)(=O)c1ccccc1 (stereo partly specified)
  0.4	nt	3.2	-1.0	0.2	-3.1	nt	nt	-0.8	6.0
OC(COc1ccc(Br)cc1)CN1CCOCC1 (stereo unspecified)
  4.6	-2.1	-0.5	3.9	1.1	0.0	0.7	3.6	-3.2	-0.3
CC(C)NC(=O)C(=O)Nc1ccc2c(c1)N(S(=O)(=O)c1cccs1)CCC2
  1.7	-2.5	-1.4	-3.8	-0.1	1.2	4.5	6.1	-6.3	-0.8
Cc1ccc(S(=O)(=O)N2CCC(C(=O)N3CCc4ccccc43)CC2)cc1
  -4.1	1.3	2.6	-3.6	2.9	-10.2	6.0	-9.4	0.2	-2.1

# Continuation.
# Each structure is followed by: SIAE inh	rCAG binder	UHRF1 binding	GC-B act	PRMT1 inh	GC-A act	HTRA1 inhibitor	TCR-CD3 inh	mABHD4 FP	MBD2 inh
COc1cccc(C2NC(=O)c3ccccc3O2)c1OCc1ccccc1F (stereo unspecified)
  3.9	-2.0	0.5	2.5	4.6	-10.6	-18.7	-6.1	-7.5	4.7
CN(C(=O)c1ccc(NC(=O)Cc2cccc(NC(=O)C3CCCN(C(=O)C4CCCCC4)C3)c2)cc1)C1CCCC1 (stereo unspecified)
  -2.2	-1.5	-1.0	-0.8	0.5	0.2	-32.6	-3.6	5.5	-1.4
COc1cc(/C=N/N=C2/NC(=O)C(Cc3ccc(F)cc3)S2)ccc1O (stereo unspecified)
  12.5	18.1	-2.9	7.7	0.6	-5.2	9.5	4.0	-9.2	-0.2
CC(=O)c1cc(Cl)ccc1OCC(=O)NC1CCCC1
  0.2	-2.8	0.3	9.1	-1.6	-4.0	4.7	6.0	-4.8	-3.3
Cc1ccc(OCc2nc(-c3ccccc3)no2)c(C)c1
  0.0	0.6	2.5	-0.7	-2.2	6.3	-7.8	-1.8	-2.1	3.2
O=C(c1cc2nc(-c3ccco3)cc(C(F)(F)F)n2n1)N1CCc2ccccc2C1
  1.5	2.4	-1.3	7.8	1.4	6.4	-10.4	2.8	0.8	3.1
COc1ccc(N)cc1NC(=O)CN1CCCC1
  -1.8	3.1	-0.1	-1.4	1.9	-0.2	3.1	1.4	3.0	1.2
COc1ccc(CC(=O)Nc2c3c(nn2-c2cccc(C)c2C)CS(=O)C3)cc1 (stereo unspecified)
  -1.6	2.4	7.8	4.8	2.5	3.3	2.3	-10.5	-7.6	6.9
CCOC(=O)C(=O)c1cn(C2OCC(OC(C)=O)C(OC(C)=O)C2OC(C)=O)c2ccccc12 (stereo unspecified)
  -5.4	-1.7	1.6	5.9	1.4	-2.9	-5.0	2.1	-3.7	1.3
CCCS(=O)(=O)n1nc(-c2ccc(C)cc2)cc1N
  1.2	-0.5	-2.3	3.0	-2.9	-0.1	-1.0	6.7	-0.7	-7.7
CCOC(=O)C1=C(C)NC2=C(C(=O)c3ccccc32)C1c1ccc(O)cc1 (stereo unspecified)
  5.2	4.3	-0.6	3.2	9.1	4.2	22.3	-8.2	42.5*	0.6
FC(F)Oc1ccc(C2=Nn3c(nnc3-c3ccccc3Cl)SC2)cc1OCC1CC1
  -4.2	3.9	-0.3	6.2	2.5	2.8	-8.5	-0.6	-0.4	2.4
CCc1nnc(SCC(=O)Nc2ccc3c(c2)OCO3)n1CC
  10.2	-5.7	-4.0	2.9	-2.2	-3.1	2.5	1.6	-2.6	2.2
COc1ccc(NC(=O)CSc2nnc(Cn3nnc4ccccc43)n2C)cc1
  -1.2	-2.7	0.1	2.0	-0.5	-0.4	-0.5	3.1	-1.1	1.3
COC(=O)c1c(C)[nH]c(O)c1C=Nc1ccc(C#N)cc1
  8.5	-9.8	-1.7	-4.6	10.4	0.3	0.9	40.8*	9.4	-1.4
Fc1ccc(-c2nc3c(Cl)cc(C(F)(F)F)cn3c2Cc2ccsc2)cc1
  3.2	27.5	2.1	-2.2	0.6	7.1	nt	-5.2	-16.1	4.2
Cc1cccc(N2CCN(C(=O)CN3C(=O)NC(C)(C)C3=O)CC2)c1C
  -1.6	-6.7	2.8	-0.5	0.5	2.2	2.2	-3.8	1.5	0.0
CCN(CC)C(NC(=O)c1ccccc1)C(=O)c1ccccc1 (stereo unspecified)
  10.5	1.0	-1.4	-3.9	-1.0	-2.1	-3.1	2.9	5.1	-5.6

# Sorted by the number under MBD2 inh (descending): some entries from above
compound	MBD2 inh
COc1ccc(N(CC(=O)NCc2ccccc2OC)S(=O)(=O)c2c(C)nn(C)c2C)cc1	4.7
Fc1ccc(-c2nc3c(Cl)cc(C(F)(F)F)cn3c2Cc2ccsc2)cc1	4.2
CCOC(=O)c1oc2ccc(OC)cc2c1NC(=O)CN1CCN(C)CC1	3.5
COc1ccccc1NC(=O)C(C)OC(=O)Cn1cnc2c1c(=O)n(C)c(=O)n2C (stereo unspecified)	0.1
Cc1cccc(N2CCN(C(=O)CN3C(=O)NC(C)(C)C3=O)CC2)c1C	0.0
Cc1ccc(S(=O)(=O)N2CCC(C(=O)N3CCc4ccccc43)CC2)cc1	-2.1
